Screening results from PubChem BioAssay.
TNAP act hiacc = TNAP (human) activation, high acceptor | P05186 | purified TNAP, CDP-star luminescence, 1 M DEA, 30 min; active compounds read high; 0 = EDTA background, 1 = DMSO-only activity | activation factor at 20 µM | 200,000 tested, under 10 active | AID 1136;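 active = activation factor at least 2 at 20 µM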
Target sequence (P05186 whole entry, looked up): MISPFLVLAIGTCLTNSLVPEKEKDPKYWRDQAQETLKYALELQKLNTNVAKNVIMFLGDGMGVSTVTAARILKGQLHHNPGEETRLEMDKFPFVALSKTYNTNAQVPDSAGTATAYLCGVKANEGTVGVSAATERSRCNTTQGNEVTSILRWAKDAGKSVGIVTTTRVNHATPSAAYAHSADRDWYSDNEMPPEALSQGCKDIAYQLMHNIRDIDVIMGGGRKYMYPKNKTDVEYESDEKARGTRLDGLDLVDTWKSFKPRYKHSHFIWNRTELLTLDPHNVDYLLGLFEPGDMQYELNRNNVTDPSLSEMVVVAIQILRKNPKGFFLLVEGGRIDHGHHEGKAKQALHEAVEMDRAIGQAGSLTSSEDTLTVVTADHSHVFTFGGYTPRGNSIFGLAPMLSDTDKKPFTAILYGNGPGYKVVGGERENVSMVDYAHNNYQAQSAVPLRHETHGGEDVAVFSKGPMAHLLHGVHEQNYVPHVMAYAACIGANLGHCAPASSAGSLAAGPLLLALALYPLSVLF
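Control set: EDTA negative control, DMSO positive control / Assay system: human TNAP / Quantity: TNAP 1/800 final / Evaluation: TNAP activation factor scaled between EDTA and DMSO control wells / Measured by: luminescent substrate turnover signal / Compound dosing: one dose, 20 µM / Times: 30 min enzyme reaction at room temperature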
STAT1 inh = reduces IFN-gamma driven STAT1 reporter signal; AID 920; 0.35% of 200,000 active; NIH 3T3 STAT1-luciferase reporter, luminescence; inhibition, % at 5.5 µM;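 active = inhibition above a set limit, the mean inhibition across all tested compounds plus 3 SD, cut at about 34% in these data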;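 note: 0% = IFN-gamma with DMSO and 100% = IFN-gamma with 300 µM nifuroxazide; values of inactives mirror those of a sister screen read the other way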
SRC2 TRFRET art = counter-screen for PPARgamma SRC-2 recruitment agonists: TR-FRET artefact; active compounds read high; TR-FRET ratio at 8 µM; 0.4% of 200,000 active; AID 1049; in the data active = TR-FRET ratio above about 2000; note: inactives centre near 1500
STAT3 blocker = inhibitors of IL-6 induced STAT3 signaling; U3A cells, IL-6 STAT3-luciferase reporter, luminescence; host cell line lacks STAT1; 0.89% of 190,000 active; inhibition, % at 5.5 µM; AID 862;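 active = inhibition above the mean inhibition across all screened compounds plus 3 SD, cut at about 44% in these data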;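 note: 0% = DMSO only wells and 100% = 100 µM nifuroxazide control wells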
STAT3 act = activators of IL-6 induced STAT3 signaling; U3A cells, IL-6 STAT3-luciferase reporter, luminescence; 100% = signal with IL-6 EC80 alone; activation (% of control), % at 5.6 µM; 0.91% of 190,000 active; AID 871;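 active = activation above the screen-wide mean of compound activation plus 3 SD, cut at about 130% in these data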;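 note: 0% = background luminescence of wells with medium and substrate only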
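Test system: Human STAT1-deficient U3A cells with stable STAT3-luciferase reporter | Also added: Interleukin-6, 33 ng/mL | Timing: Compound pre-incubation 1 h before IL-6, then 6 h stimulation at 37 °C | Technique: Luciferase reporter luminescence | Read-out: Percent of IL-6-only median luminescence | Benchmarks: IL-6-only wells as 100% reference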
bIAP inh = blocks bovine intestinal alkaline phosphatase activity; 190,000 tested, under 10 active; inhibition, % at 20 µM; purified bovine IAP, CDP-star luminescence, 30 min;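 active = over 50% inhibition of intestinal alkaline phosphatase at 20 µM in the single-dose screen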
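Assay system – bovine IAP enzyme · Quantity – bovine IAP at 1/65,000,000 final dilution · Detection – CDP-star luminescence signal · Times – 30 min reaction at room temperature · Also added – CDP-star substrate at 30 µM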
bIAP act = intestinal alkaline phosphatase (bovine) activation; purified bovine IAP, CDP-star luminescence, 30 min; active compounds read high; fold of DMSO-control signal, blank-subtracted; activation factor at 20 µM; 0.17% of 200,000 active;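 active = activation factor of 2 or more at 20 µM, a signal rise over negative controls twice the positive control's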
PPARg SRC-1 ag = promotes SRC-1 coactivator recruitment by human PPARgamma. PPARgamma-SRC-1 coactivator recruitment biochemical assay. AID 631. 0.41% of 200,000 active. activation, % at 8 µM; in the data active = activation above about 19%;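 note: 0% = DMSO and 100% = reference agonist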
Target sequence (P37231 whole entry, looked up): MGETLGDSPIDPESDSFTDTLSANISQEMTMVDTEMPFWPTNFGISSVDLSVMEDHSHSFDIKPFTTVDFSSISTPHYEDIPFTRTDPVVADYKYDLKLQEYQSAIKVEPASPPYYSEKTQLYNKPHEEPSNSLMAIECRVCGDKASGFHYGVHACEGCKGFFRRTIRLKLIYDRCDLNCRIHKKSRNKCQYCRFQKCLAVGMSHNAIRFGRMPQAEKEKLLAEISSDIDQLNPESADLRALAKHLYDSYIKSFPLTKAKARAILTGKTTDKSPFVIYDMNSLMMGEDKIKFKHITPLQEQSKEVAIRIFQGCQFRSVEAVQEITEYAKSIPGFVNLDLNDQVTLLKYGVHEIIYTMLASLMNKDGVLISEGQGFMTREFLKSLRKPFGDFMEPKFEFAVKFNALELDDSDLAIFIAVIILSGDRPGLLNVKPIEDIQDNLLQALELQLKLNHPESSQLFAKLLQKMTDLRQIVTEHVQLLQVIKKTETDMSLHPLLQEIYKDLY
ROMK primary = modulators of human ROMK potassium channel | Tet-inducible ROMK, thallium flux fluorescence; actives lie on both sides | AID 1918 | B-score at 10 µM | 2% of 130,000 active | P48048;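 active = signal ratio slope over the read window, or its plate-corrected B-score, at least 3 SD from the plate mean, either direction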;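 note: B-score of the F/F0 ratio slope over 7 to 12 s after thallium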
PPARg SRC-3 ag = PPARgamma-driven SRC-3 recruitment agonism. AID 731. activation, % at 8 µM. 0.26% of 200,000 active. biochemical PPARgamma/SRC-3 coactivator recruitment assay; in the data active = activation above about 23%;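 note: 0% = DMSO and 100% = reference agonist; some compounds past the cut are filed as inactive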
PPARg SRC-2 ag = promotes SRC-2 coactivator recruitment by human PPARgamma; 0.34% of 200,000 active; activation, % at 8 µM; PPARgamma LBD-SRC-2 recruitment, biochemical; in the data active = activation above about 22%;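 note: 0% = vehicle and 100% = reference agonist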
The depositor's hits bear a star; x = not tested or not shown. Hits appear at their usual frequency. About 3.7% of those tested had a hit in this group.

1) CN1CCC/C1=C/C=C1\SC(=S)NC1=O
2) COc1ccc(S(=O)(=O)n2nc(OC(=O)c3ccccc3)cc2N)cc1
3) CC(C)Oc1ccc2c(c1)OC(c1ccccc1)(C(F)(F)F)NC2=O (centres undefined)
4) CSc1nc(-c2ccccc2)cc(C(F)(F)F)c1C#N
5) CC(=O)Nc1ccc(NC(=O)c2cccc(C(=O)OC(C)C)n2)cc1
6) Cc1ccc(OCc2nnc(SCC(=O)NCc3ccccc3)n2C)cc1

screen / no. | 1 | 2 | 3 | 4 | 5 | 6
TNAP act hiacc | 0.6 | 1.1 | 1 | 1 | 1 | 1
STAT1 inh | -14 | 0 | 4 | 4 | 0 | 6
SRC2 TRFRET art | 1675 | 1476 | 1624 | 1416 | 1466 | 1436
STAT3 blocker | 4 | -4 | -2 | 16 | 7 | 8
STAT3 act | 100 | 108 | 104 | 89 | 96 | 102
bIAP inh | -4 | 2 | -4 | 26 | 2 | 0
bIAP act | 1 | 1 | 1 | 0.7 | 1 | 1
PPARg SRC-1 ag | 14 | 3 | -2 | 3 | 5 | -4
ROMK primary | x | -0.023 | x | 0.93 | x | x
PPARg SRC-3 ag | 11 | -12 | -6 | 5 | -4 | -6
PPARg SRC-2 ag | 24* | -1 | -6 | 13 | 1 | -3

Compound profiles (already shown). Values in the order: TNAP act hiacc | STAT1 inh | SRC2 TRFRET art | STAT3 blocker | STAT3 act | bIAP inh | bIAP act | PPARg SRC-1 ag | ROMK primary | PPARg SRC-3 ag | PPARg SRC-2 ag
Cc1ccc(OCc2nnc(SCC(=O)NCc3ccccc3)n2C)cc1 in the list: 1 | 6 | 1436 | 8 | 102 | 0 | 1 | -4 | x | -6 | -3
CC(C)Oc1ccc2c(c1)OC(c1ccccc1)(C(F)(F)F)NC2=O (centres undefined) in the list: 1 | 4 | 1624 | -2 | 104 | -4 | 1 | -2 | x | -6 | -6
CN1CCC/C1=C/C=C1\SC(=S)NC1=O in the list: 0.6 | -14 | 1675 | 4 | 100 | -4 | 1 | 14 | x | 11 | 24*
CC(=O)Nc1ccc(NC(=O)c2cccc(C(=O)OC(C)C)n2)cc1 in the list: 1 | 0 | 1466 | 7 | 96 | 2 | 1 | 5 | x | -4 | 1
CSc1nc(-c2ccccc2)cc(C(F)(F)F)c1C#N in the list: 1 | 4 | 1416 | 16 | 89 | 26 | 0.7 | 3 | 0.93 | 5 | 13

Remaining list, next part:
7) CN(Cc1ccc(O)cc1)C1CCCCC1
8) CCOC(=O)C1=C(C)N(C)C(=O)NC1c1c(C)nn(-c2ccccc2)c1C (centres undefined)
9) Cc1ccc(S(=O)(=O)N2c3cc(C)ccc3OCC2C(C)(C)C)cc1 (centres undefined)
10) Cc1cc2nccc(-c3ccncc3)n2n1
11) Cn1c(C(=O)c2ccccc2[N+](=O)[O-])nc2ccccc21
12) CCCCN(C)C(=S)Nc1ccsc1C(=O)OC

screen / no. | 7 | 8 | 9 | 10 | 11 | 12
TNAP act hiacc | 1.1 | 1 | 1 | 1.1 | 1 | 1
STAT1 inh | 1 | 3 | -2 | 0 | -6 | -1
SRC2 TRFRET art | 1399 | 1325 | 1586 | 1338 | 1415 | 1500
STAT3 blocker | 16 | 5 | 8 | 0 | -49 | 11
STAT3 act | 93 | 99 | 98 | 102 | 145* | 97
bIAP inh | 25 | -2 | 32 | 0 | -1 | 8
bIAP act | 0.8 | 1 | 0.7 | 1 | 1 | 0.9
PPARg SRC-1 ag | -4 | -1 | 9 | -6 | -1 | 12
ROMK primary | -0.085 | 0.018 | x | 0.32 | 0.89 | 0.78
PPARg SRC-3 ag | -6 | 2 | 6 | 0 | -3 | 2
PPARg SRC-2 ag | -1 | 0 | 3 | -7 | -6 | 5

13) CCc1ccccc1NC(=O)NC1CC2CCC(C1)N2Cc1ccco1 (centres undefined)
14) Cc1oc(CSCC2CCCO2)cc1C(=O)O (centres undefined)
15) CCCCOc1ccc2c(c1)/C(=C(\C(Cl)=C(Cl)Cl)[N+](=O)[O-])N2
16) COc1ccc(-c2nn(C)c(=O)c3ccccc23)cc1NS(C)(=O)=O
17) Nc1nnc(SCCOc2cccc(Br)c2)s1
18) CCOC(=O)c1c(-c2ccccc2)oc2ccc(OC(C)=O)cc12

screen / no. | 13 | 14 | 15 | 16 | 17 | 18
TNAP act hiacc | 1.1 | 1 | 1.1 | 1 | 1 | 1
STAT1 inh | -5 | -52 | 9 | 13 | -17 | 8
SRC2 TRFRET art | 1693 | 1511 | 1764 | 1447 | 1555 | 1644
STAT3 blocker | 8 | 0 | 1 | 22 | 12 | 16
STAT3 act | 98 | 103 | 101 | 82 | 93 | 89
bIAP inh | 4 | 13 | 8 | 7 | 18 | 13
bIAP act | 1 | 0.9 | 0.9 | 0.9 | 0.8 | 0.9
PPARg SRC-1 ag | 1 | -2 | 4 | -1 | 4 | 13
ROMK primary | 0.79 | x | -5.6* | 0.78 | x | x
PPARg SRC-3 ag | -2 | 2 | 1 | 10 | 8 | 2
PPARg SRC-2 ag | -1 | 0 | 0 | 4 | 2 | 0

An excerpt from above in order of the STAT1 inh value, ascending.
| no. | smiles | TNAP act hiacc | STAT1 inh | STAT3 act | bIAP inh | bIAP act | PPARg SRC-1 ag | ROMK primary | PPARg SRC-3 ag | PPARg SRC-2 ag |
| --- | --- | --- | --- | --- | --- | --- | --- | --- | --- | --- |
| 14 | Cc1oc(CSCC2CCCO2)cc1C(=O)O (centres undefined) | 1 | -52 | 103 | 13 | 0.9 | -2 | x | 2 | 0 |
| 17 | Nc1nnc(SCCOc2cccc(Br)c2)s1 | 1 | -17 | 93 | 18 | 0.8 | 4 | x | 8 | 2 |
| 13 | CCc1ccccc1NC(=O)NC1CC2CCC(C1)N2Cc1ccco1 (centres undefined) | 1.1 | -5 | 98 | 4 | 1 | 1 | 0.79 | -2 | -1 |
| 18 | CCOC(=O)c1c(-c2ccccc2)oc2ccc(OC(C)=O)cc12 | 1 | 8 | 89 | 13 | 0.9 | 13 | x | 2 | 0 |
| 15 | CCCCOc1ccc2c(c1)/C(=C(\C(Cl)=C(Cl)Cl)[N+](=O)[O-])N2 | 1.1 | 9 | 101 | 8 | 0.9 | 4 | -5.6* | 1 | 0 |

(continued)
19) Cc1cc(-n2c(C)cc(C(=O)COC(=O)CN=C3NS(=O)(=O)c4ccccc43)c2C)no1
20) COC(=O)c1c(NC(=O)C2COc3ccccc3O2)sc2c1CCN(Cc1ccccc1)C2 (centres undefined)
21) O=C(CCCOc1ccc(Cl)cc1)NCC1CCCO1 (centres undefined)
22) COc1ccc2c(c1)C(=O)N(c1ccc(C)cc1C)C(=O)C2
23) CN(CCNC(=O)C1CCN(S(=O)(=O)N2CCOCC2)CC1)CCc1ccccc1
24) CC1CC(C)CN(CCCOc2ccccc2[N+](=O)[O-])C1 (centres undefined)

screen / no. | 19 | 20 | 21 | 22 | 23 | 24
TNAP act hiacc | 1 | 1 | 1 | 1 | 1 | 1
STAT1 inh | 1 | 18 | -11 | -11 | -4 | 5
SRC2 TRFRET art | 1551 | 1684 | 1525 | 1394 | 1346 | 1673
STAT3 blocker | 4 | -9 | -4 | -2 | 4 | -3
STAT3 act | 99 | 107 | 108 | 103 | 100 | 101
bIAP inh | 6 | 6 | 7 | 4 | -16 | 20
bIAP act | 0.9 | 0.9 | 0.9 | 1 | 1.2 | 0.8
PPARg SRC-1 ag | 3 | 11 | -5 | -7 | -4 | 0
ROMK primary | x | x | x | -0.97 | 0.11 | -0.42
PPARg SRC-3 ag | 8 | 1 | -3 | -6 | 4 | 1
PPARg SRC-2 ag | 4 | 9 | -5 | 1 | -2 | 7

25) CCCNc1nc(Nc2ccc(C)cc2)nc(N2CCCC2)n1
26) COc1cc(NC(=O)COC(=O)CSc2cc(C)ccc2C)c(C)cc1[N+](=O)[O-]
27) CC(C)CN(C(=O)COC(=O)Cc1c[nH]c2ccccc12)C1CCS(=O)(=O)C1 (centres undefined)
28) O=[N+]([O-])c1cc(S(=O)(=O)/N=C(/c2ccccc2)N2CCOCC2)ccc1Cl
29) O=C(NNS(=O)(=O)c1ccccc1)c1cc2cc3ccccc3nc2s1
30) Cc1ccc(C)n1-n1cnc2sc(-c3ccccc3)cc2c1=O

screen / no. | 25 | 26 | 27 | 28 | 29 | 30
TNAP act hiacc | 1 | 1 | 1 | 1 | 1 | 1
STAT1 inh | 4 | 0 | 6 | 1 | -10 | -9
SRC2 TRFRET art | 1514 | 1557 | 1655 | 1579 | 1544 | 1478
STAT3 blocker | 31 | -14 | -35 | 5 | -1 | 5
STAT3 act | 76 | 108 | 133* | 97 | 103 | 101
bIAP inh | 7 | -11 | 0 | -22 | 4 | 11
bIAP act | 0.9 | 1.1 | 1 | 1.2 | 1 | 0.9
PPARg SRC-1 ag | 7 | 8 | 3 | 7 | 4 | 6
ROMK primary | x | x | 0.47 | 0.18 | x | x
PPARg SRC-3 ag | -8 | -2 | -10 | 0 | -5 | -2
PPARg SRC-2 ag | 2 | 3 | -2 | 13 | 7 | -2

31) CCc1ccc2[nH]c(=O)c(CN(Cc3ccccc3OC)C(=O)Nc3ccccc3OC)cc2c1
32) O=C(O)CN1C(=O)/C(=C/c2ccsc2)SC1=S
33) Cc1cc(NS(=O)(=O)c2ccc(NC(=O)c3oc4ccccc4c3C)cc2)no1
34) CC1(C)CC(=O)C(C2=NC3(CCCCC3)Cc3ccccc32)=C(O)C1
35) COc1ccc(C2C(C(=O)c3ccco3)=C(O)C(=O)N2CCOCCO)cc1OC (centres undefined)
36) CCCCCCc1cc2cc(C(=O)Nc3ccc(OC)cc3)c(=O)oc2cc1O
37) CCOC(=O)c1cc2nc(-c3ccco3)cc(C(F)(F)F)n2n1
38) COC(=O)C1CCN(C(=O)CSc2nc3ccc(OC)cc3[nH]2)CC1

screen / no. | 31 | 32 | 33 | 34 | 35 | 36 | 37 | 38
TNAP act hiacc | 1.1 | 1 | 1 | 1 | 1.1 | 0.9 | 1 | 1
STAT1 inh | 6 | 3 | -3 | 13 | 14 | -5 | -3 | 0
SRC2 TRFRET art | 1392 | 1425 | 1507 | 1675 | 1422 | 1685 | 1464 | 1814
STAT3 blocker | 4 | 2 | -53 | 1 | -6 | -10 | 8 | 11
STAT3 act | 100 | 103 | 145* | 101 | 105 | 107 | 96 | 96
bIAP inh | 4 | 2 | 10 | 0 | 6 | -6 | 6 | -9
bIAP act | 1 | 1 | 0.9 | 1 | 0.9 | 1.1 | 0.9 | 1.1
PPARg SRC-1 ag | -5 | -6 | -1 | 11 | -1 | 7 | -2 | 2
ROMK primary | 0.96* | 0.07 | x | -0.18 | x | x | x | 0.016
PPARg SRC-3 ag | 2 | -3 | 8 | 6 | 6 | -2 | -2 | 1
PPARg SRC-2 ag | 3 | -3 | 0 | 13 | -1 | -8 | -2 | 13
